# High-throughput results (PubChem BioAssay)
# HEK293 viab: GF-AFC viability counterscreen for inhibitors of alpha-synuclein gene (SNCA) expression; HEK-293-SNCA-luc viability, GF-AFC fluorescence, 24 h; Potency, µM (doses to about 57.1 µM), for the others: top-dose activity change, negative = cytotoxicity, most hits filed as cytotoxic; 0.12% of 150,000 active;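 further: potency means the concentration at half of the fitted maximal effect; 0% = DMSO-treated cells and -100% = medium-only wells without cells; nearly all actives have a fitted effect of over 30% in size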
#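 Cytotoxicity counterscreen: after 24 h compound treatment of genome-edited SNCA-luciferase HEK-293 cells, live-cell protease substrate GF-AFC read by fluorescence after 30 min; activity scaled between DMSO (0%) and medium-only (-100%), curves Hill-fitted.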
# Luciferase inh: Firefly luciferase inhibition profiling of diverse chemical library using quantitative high-throughput screening; Luciferin 4-monooxygenase (Photinus pyralis), P08659; purified P. pyralis luciferase, luminescence, biochemical; Potency, µM (top dose mostly 115 µM), without a hit: at the top dose activity change, negative = inhibition, usual class: inhibitors; 2.5% of 76,000 active; AID 1347043, 2019; further: potency means the concentration at half of the fitted maximal effect; nearly all actives have a fitted effect of over 65% in size
# Target sequence (P08659 whole entry, looked up): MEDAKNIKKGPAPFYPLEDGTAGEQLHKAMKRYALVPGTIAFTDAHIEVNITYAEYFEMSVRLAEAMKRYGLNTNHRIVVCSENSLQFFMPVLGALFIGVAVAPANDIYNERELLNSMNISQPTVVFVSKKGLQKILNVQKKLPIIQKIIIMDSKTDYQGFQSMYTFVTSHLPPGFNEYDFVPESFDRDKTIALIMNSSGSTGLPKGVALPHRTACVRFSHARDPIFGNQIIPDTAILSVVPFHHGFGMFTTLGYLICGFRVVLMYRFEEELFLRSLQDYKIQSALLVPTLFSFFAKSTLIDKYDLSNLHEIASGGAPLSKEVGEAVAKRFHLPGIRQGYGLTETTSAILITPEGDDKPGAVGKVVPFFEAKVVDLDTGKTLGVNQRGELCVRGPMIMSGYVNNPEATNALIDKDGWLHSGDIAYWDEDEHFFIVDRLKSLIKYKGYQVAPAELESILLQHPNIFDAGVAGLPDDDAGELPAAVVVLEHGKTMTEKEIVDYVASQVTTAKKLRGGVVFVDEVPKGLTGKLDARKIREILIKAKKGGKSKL
#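 Cell-free enzyme assay, 10nM P. pyralis luciferase, luciferin and ATP each at 10uM. Inhibition profiled over a 6-point titration, read as luminescence.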
# NIH3T3 tox: Cytotoxic Profiling in NIH 3T3 Cell Line of Diverse Libraries Using Quantitative High-Throughput Screening; AID 1345082, 2018; 4.3% of 94,000 active; NIH 3T3 viability, CellTiter-Glo ATP luminescence, 48-72 h; Potency, µM (series often up to 96.7 µM), for the others: top-dose activity change, negative = cytotoxicity, actives largely listed as inhibitors; further: potency means the concentration at half of the fitted maximal effect; nearly all actives have a fitted effect of over 55% in size
#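 First NIH 3T3 cells are plated at 400 cells/well; next compound is pinned in; then plates incubate 48 or 72 hr at 37 °C; finally CellTiter-Glo is added and luminescence read after 10 min.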
# IP6K1 inhibitor: Primary qHTS assay for small molecule inhibitors of Inositol hexaphosphate kinase 1 (IP6K1); Inositol hexakisphosphate kinase 1 (Homo sapiens), Q92551; IP6K1 kinase, ADP-Glo luminescence, 2 h; stronger effect = lower value; activity change, % (series mostly up to about 58 µM); 0.81% of 140,000 active; AID 1645851, 2021; in the data active means activity change below about -25%
# Target sequence (Q92551 whole entry, looked up): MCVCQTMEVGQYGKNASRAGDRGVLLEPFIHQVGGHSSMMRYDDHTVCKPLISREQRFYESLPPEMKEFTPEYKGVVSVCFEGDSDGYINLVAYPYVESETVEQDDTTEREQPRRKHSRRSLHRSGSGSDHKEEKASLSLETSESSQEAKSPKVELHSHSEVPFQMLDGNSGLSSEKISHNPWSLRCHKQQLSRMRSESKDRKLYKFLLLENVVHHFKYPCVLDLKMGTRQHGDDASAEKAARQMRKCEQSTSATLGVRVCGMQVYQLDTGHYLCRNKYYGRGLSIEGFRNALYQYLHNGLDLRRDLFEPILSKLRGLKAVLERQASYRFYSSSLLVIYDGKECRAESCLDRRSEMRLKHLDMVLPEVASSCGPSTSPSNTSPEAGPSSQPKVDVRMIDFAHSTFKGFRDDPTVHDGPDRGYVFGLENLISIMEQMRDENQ
#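 ADP-Glo luminescence measures ADP made by human IP6K1 during a 2 h RT reaction with ATP/IP6 (mix at 1.3 mM/130 uM); top library doses 57.5 and 19.1 uM final.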
# GPT2 inh: Primary qHTS assay for inhibitors of Glutamate pyruvate transaminase 2 (GPT2). Potency, µM (titrated, usually from 57.7 µM), without a hit: at the highest dose activity change, negative = inhibition, hits mostly inhibitors. 0.25% of 100,000 active. Recombinant GPT2, coupled pyruvate oxidase/HRP Amplex Red fluorescence. Alanine aminotransferase 2 (Homo sapiens), Q8TD30. AID 1671188, 2021; further: potency means the concentration at half of the fitted maximal effect; nearly all actives have a fitted effect of over 60% in size; many of its hits are not listed in these tables
#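 Recombinant GPT2 (10ng/uL) with 250uM a-KG and 2mM L-alanine, 30 min at room temperature, in HEPES pH 7.5 buffer. Pyruvate detected by pyruvate oxidase/HRP/Amplex Red fluorescence after 30 min in the dark; AOA (50uM) as positive control.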
# HEK293 tox: Cytotoxic Profiling in HEK 293 Cell Line of Diverse Libraries Using Quantitative High-Throughput Screening | HEK 293 viability, ATP luminescence (CellTiter-Glo), 48-72 h | 6.6% of 94,000 active | AID 1345083, 2018 | Potency, µM (highest dose often 115 µM), inactives show at the highest dose activity change, negative = cytotoxicity, hits mostly inhibitors; further: potency means the concentration at half of the fitted maximal effect; nearly all actives have a fitted effect of over 60% in size
#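 HEK 293 seeded at 250 cells/well receive compound via pintool. After 48 or 72 hr at 37 degree Celsius, 5% CO2 and 95% humidity, CellTiter-Glo is dispensed and luminescence read following 10 min at room temperature.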
# SNCA expr inhib: Primary qHTS assay for inhibitors of alpha-synuclein gene (SNCA) expression. HEK-293 SNCA-luciferase knock-in, luminescence, 24 h. Potency, µM (top dose mostly 57.2 µM), for inactives: at the top dose activity change, negative = inhibition, most hits filed as inhibitors. 0.17% of 140,000 active. AID 1671194, 2021;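 further: potency means the concentration at half of the fitted maximal effect; plate controls were DMSO cells for no effect and cell-free wells for full effect; nearly all actives have a fitted effect of over 45% in size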
# An asterisk follows results filed as active; i = inactive; ? = inconclusive; / = no result given; & = joins results of further samples; [ ] = dose if it differs, or a comment. Unless noted, the call rests on the fitted dose curve; in most records, active means well fitted curve in the direction sought with a large enough effect; inconclusive means small, poorly fitted or top-dose-only effect, or another doubt; inactive means no such curve, though single readings can be large; an effect the other way counts as inactive or inconclusive. Unless noted, on the % scale 0 is the no-effect control and ±100 the full control effect. A portion of the library; the hit share may differ from the screen's.
canonical_smiles,HEK293 viab,Luciferase inh,NIH3T3 tox,IP6K1 inhibitor,GPT2 inh,HEK293 tox,SNCA expr inhib
CCOC(=O)c1cc(-c2ccc(OC)cc2)n(CCC(=O)NCCc2ccccc2)c1C,-26.2%,/,/,1.3,/,/,1.1%
CNC(=O)[C@@H](C1CC1)N1CCC[C@H]1C(=O)NCc1cccnc1,1.1%[87.6 µM],-1.6%[172 µM],-6.0%[174 µM],-2.2,-2.9%[88.5 µM],-16.5%[172 µM],1.3%[87.6 µM]
CCc1noc(-c2cn(C3CCN(C(=O)c4ccc(OC)cc4C)C3)nn2)n1 (stereo not given),-7.4%,4.9%,-22.4%,-10.9,i,-24.5%,17.9%
O=C(NCc1ccc(F)cc1)C(=O)NCC(c1ccc2c(c1)OCO2)N1CCOCC1 (stereo not given),-9.6%,/,/,-2.2,/,/,-14.2%
CCOC(=O)c1ccc(NC(=O)C2CCN(S(=O)(=O)c3ccc(C)cc3)CC2)cc1,5.6%,/,/,-5.0,/,/,34.4%
CN(C)C(=O)N1CCC(c2nc(C3CCOC3)no2)CC1 (stereo not given),-9.4%,-20.7%,-12.9%,27.4,?,3.1%,23.0%
Cc1noc([C@@H]2CN(C(=O)c3cscn3)C[C@H]2C(N)=O)n1,?,-14.3%,?,-2.6,-13.7%,-11.7%,1.8%
CCOc1cccc2sc(NC(=O)c3ccc(S(=O)(=O)N4CCc5ccccc54)cc3)nc12,6.5%,/,/,13.4,/,/,-19.2%
CN(Cc1cc(-c2ccccc2)n[nH]1)c1cc(C2CC(N)C2)ncn1 (stereo not given),5.3%,10.0%,?,-7.2,1.2%,?,1.7%
CC1=C[C@@H](CN(C)CCO)[C@H](C(C)C)C[C@H]1Cc1nnc(-c2ccccc2F)o1,?,-5.6%[172 µM],?,-5.5,-10.0%[88.5 µM],?,-3.6%[87.6 µM]
CCCc1noc(-c2cccn3c(CNC(=O)c4ccc(Cl)cc4)nnc23)n1,-11.0%,-8.5%,-18.8%,11.9,0.1%,-1.5%,1.4%
Cc1ccc(CN2C(=O)[C@@H]3C[C@@H](O)CN3C3(CN(Cc4ccc(C(F)(F)F)cc4)C3)C2=O)o1,3.2%,-9.4%,?,-6.9,?,?,-4.5%
COc1cc(OC)c(NC(=O)Cn2c(SCc3ccccc3F)nc3cccnc32)cc1Cl,5.6%,/,/,18.3,/,/,-1.7%
COc1ccc(-c2nc(C)nc3c2CN(C(=O)C(C)(C)C)CC3)cc1,5.8%[87.6 µM],/,-21.9%[138 µM],-7.1,0.1%[88.5 µM],-22.8%[172 µM],-11.4%[87.6 µM]
CSc1ccc(CNC(=O)c2ccc3c(c2)N(C)C2CCCCCN2C3=O)cc1 (stereo not given),12.9%[12.5 µM],?,-24.3%,-13.1,-3.3%,?,59.6%[activator]
O=C(CCc1ccccc1)NC1CC(=O)N(c2cccc(F)c2)C1 (stereo not given),12.0%,/,/,34.5,/,/,20.1%
CN(C)C(=O)c1cccnc1OC1CCN(C(=O)NCCc2ccccc2)C1 (stereo not given),12.2%,-10.9%,-2.0%,11.9,-8.6%,7.1%,14.6%
COc1ccc(-c2cc(=O)c3c(O)cc(O)cc3o2)cc1O,-1.4%,/,/,/,-4.6%,/,17.3%
O=C(c1ccc(C(F)(F)F)cc1)N1CCc2nc(C3CC3)nc(-c3ccc(O)cc3)c2C1,4.3%,/,?,8.8,i,?,3.6%
COc1ccc(C(=O)NCCn2cc(SC(C)c3ccccc3)c3ccccc32)cc1OC (stereo not given),?,/,/,28.5,/,/,?
CCN(Cc1ccncc1)C(=O)c1ccc(C2CCNC2)cc1 (stereo not given),-18.8%,1.6%,2.4%,10.1,-2.2%,-26.9%,56.8%[activator]
C/C1=C\CCC2=C[C@@H](OC2=O)c2c(C)coc2C1,1.4%,/,/,13.2,i,/,/
COc1ccc(NC(=O)CN2C(=O)C(c3ccc(C(C)(C)C)cc3)=NC2(C)C)cc1Cl,0.6%,/,/,0.1,/,/,-4.1%
O=C(CCC1CCN(C(=O)C2CC(=O)N(C3CC3)C2)CC1)Nc1ccc2c(c1)OCCO2 (stereo not given),0.3%,-26.5%,-25.9%,0.0,i,i,113.5%[activator]
COC(=O)CNC(=O)N1CCCCC1c1nc(CCOCC2CC2)no1 (stereo not given),14.5%,-2.4%,-5.1%,10.1,-45.6%,3.0%,47.3%[activator]
COc1ccc(-n2cc(C(=O)Nc3cc(F)ccc3F)c3ccccc3c2=O)cc1,2.9%,/,/,-6.1,/,/,5.2%
Cc1n[nH]c(C)c1CN1CCC2(CC1)CCN(C1CCOCC1)CC2CO (stereo not given),-8.9%,0.0%,-13.4%,14.7,?,-1.3%,-0.3%
CCOC(=O)c1c(C)n(S(=O)(=O)c2ccc(C)cc2C)c2ccc(NS(=O)(=O)c3ccc(C)cc3C)cc12,0.4%,/,/,-2.9,/,/,1.9%
COc1ccc(-c2nn(-c3ccccc3)cc2CN2CCC(F)CC2)c(F)c1,?,-8.1%,?,-11.6,?,?,-2.7%
Cc1c(F)cccc1NC(=O)N1CCCC1c1nncn1-c1ccccc1 (stereo not given),-6.4%,-5.8%,-14.3%,-4.1,-0.5%,2.4%,8.1%
O=C(O)c1ccc(CN2C[C@@H](F)[C@@H](OCc3nc4ncccc4[nH]3)C2)cc1,3.4%[87.6 µM],-3.5%[172 µM],-5.3%[138 µM],-3.9,2.9%[88.5 µM],1.4%[172 µM],-8.0%[87.6 µM]
NCCc1cnc[nH]1,10.8%,/,/,11.2,?,/,-10.2%
Cc1ccc(NC(=O)c2ccc3oc(-c4ccccn4)nc3c2)cc1,7.1%,/,-34.4%,3.6,4.7%,?,76.4%[activator]
COc1ccc(CN2CCN(c3ncnc4sc5c(c34)CC(C)CC5)CC2)cc1F (stereo not given),-2.0%,/,/,9.1,/,/,?
CN(C)C[C@@H]1CN(Cc2ccccc2)C[C@H]1NC(=O)C1CC=CC1,1.0%,-1.3%,-20.1%,-7.4,i,?,?
O=c1ccc2cc(S(=O)(=O)NCc3ccc(Cl)cc3)ccc2[nH]1,-4.0%,/,/,0.6,/,/,24.9%
COC(=O)c1sc(N2C(=O)c3oc4cc(C)c(C)cc4c(=O)c3C2c2ccccc2F)nc1C (stereo not given),0.7%,/,/,0.9,/,/,-12.1%
CC(=O)Nc1cccc(NC(=O)Cc2csc(COc3cccc(C)c3)n2)c1,7.5%,/,/,-7.0,/,/,23.9%
CC(C)N1C(=O)CO[C@H]2CCN(CCCc3ccccc3)CC[C@@H]21,-12.2%[87.6 µM],1.6%[172 µM],?,-6.8,-10.8%[88.5 µM],?,-22.3%[87.6 µM]
CN1CCCC1c1nc(C2CN(C(=O)c3ccn[nH]3)C2)no1 (stereo not given),10.9%[12.5 µM],-9.1%,-22.1%,30.4,-2.6%,-13.6%,40.0%[activator]
CCN1CCN(C(c2ccc(C)cc2)c2c(O)cc(C)n(Cc3ccco3)c2=O)CC1 (stereo not given),5.8%,/,/,18.3,/,/,23.9%
O=C(Nc1ccc(Cl)cc1)C(NS(=O)(=O)c1cccs1)c1ccccc1 (stereo not given),9.5%,/,/,15.7,/,/,-6.4%
O=C(NC1CC(=O)N(Cc2ccccc2C(F)(F)F)C1)c1cscn1 (stereo not given),2.9%,0.8%,-3.6%,15.8,-10.9%,1.1%,19.5%
CCOc1ccc(C(=O)N2CCC[C@H]2c2nc(-c3ccc(OC)c(OC)c3)no2)cc1OCC,14.0%,-5.7%,-15.2%,-5.1,i,-1.6%,56.3%[activator]
COc1ccc(CNC(=O)c2cc3cc(OC)ccc3oc2=O)cc1,-14.0%,/,/,-0.9,/,/,-16.6%
Cc1ccc(C(=O)N2CCC([C@@H]3CNC[C@H]3CO)CC2)cc1C,7.7%[12.5 µM],-4.5%,-10.1%,15.1,i,-10.7%,?
O=C(COc1ccccc1)OCc1cc(=O)n2nc(C3CC3)sc2n1,5.7%,/,/,27.5,/,/,6.8%
CC(C)=CCC[C@](C)(O[C@@H]1O[C@H](CO[C@@H]2O[C@H](CO)[C@@H](O)[C@H](O)[C@H]2O)[C@@H](O)[C@H](O)[C@H]1O)C1CC[C@]2(C)[C@@H]1[C@H](O)CC1[C@@]3(C)CC[C@H](O[C@@H]4O[C@H](CO)[C@@H](O)[C@H](O)[C@H]4O[C@@H]4O[C@H](CO)[C@@H](O)[C@H](O)[C@H]4O)C(C)(C)[C@@H]3CC[C@]12C (stereo not given in full),2.8%[12.5 µM],/,/,6.4,-28.2%[17.1 µM],/,/
CC(C)(C)c1nc(C(=O)N2CCCC2)n2ccncc12,-8.0%[87.6 µM],/,-11.9%[138 µM],-7.9,i,-9.7%[172 µM],6.5%[87.6 µM]
COCc1cn(C[C@H]2C[C@@H](NC(=O)c3cnccn3)[C@H](O)[C@@H]2O)nn1,1.7%[87.6 µM],-10.2%[172 µM],?,-7.8,i,-22.3%[172 µM],23.0%[87.6 µM]
Cc1cn[nH]c1,4.7%,/,/,22.9,-0.7%&-7.0%&5.0%,/,3.7%
CCc1ccccc1NC(=O)C1CCCN(c2ncnc3onc(C)c23)C1 (stereo not given),2.5%,/,/,-15.3,/,/,10.5%
Cc1cc(C(=O)N2CC[C@H](NS(=O)(=O)c3cn(C)cn3)C[C@H]2C(=O)N[C@@H](Cc2cccs2)C(N)=O)n(C)n1,3.9%,2.6%,0.1%,-3.9,-27.5%,i,-11.9%
Cc1nc(C)c(C(=O)N2CCCC(Cc3noc(-c4cnccn4)n3)C2)s1 (stereo not given),-6.5%,2.0%,2.4%,2.4,3.1%,5.7%,4.0%
CCN1C(C(=O)c2ccccc2)=C(OC(=O)C(C)C)c2ccccc2S1(=O)=O,-24.8%,/,/,-3.5,/,/,?
CN(C)CCNC(=O)c1ccc2c(c1)N(Cc1ccccc1)C(=O)c1ccccc1S2(=O)=O,-12.4%,/,/,6.8,/,/,-7.5%
